Bioassay records (PubChem BioAssay)
Mot1-301 SUMO – blocks SUMOylation pathway, rescuing yeast Mot1-301 growth | growth rescue, % at 18.8 µM | S. cerevisiae Mot1-301 growth rescue, ATP luminescence, 38.5C; percent above DMSO median, 100 means doubled | hit rate 1% among 320,000 | AID 2716;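 active = every valid replicate shows activation above 250% relative to neutral control wells; inactive = the rest, any valid replicate at or below 250%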;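 note: OY570 slx delta 5 strain wells were the positive control but not used for scaling; some compounds called inactive have numbers as strong as hits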
RTF Ca sens inh – cardiac RTF calcium desensitization; P19429+P45379; IANBD-labeled cardiac RTF, Ca2+ fluorescence; inhibition, % at 7.15 µM; hit rate 0.12% among 340,000; AID 493244;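 active = inhibition above the mean inhibition of all tested compounds plus 3 SD, cut at about 17% in these data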;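 note: assay run at fixed EC70 calcium of 1.6 mM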
Rtt109 Vps75 – inhibitors of Candida albicans Rtt109/Vps75 histone acetyltransferase; purified Rtt109/Vps75, ThioGlo CoA-SH fluorescence, 4 h; inhibition, % at 34.9 µM; hit rate 0.16% among 330,000; AID 540336;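 active = inhibition of at least 50% in every replicate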
PfHsp90 yeast 2 – reduces growth (ATP signal) of yeast expressing P. falciparum Hsp90; S. cerevisiae expressing PfHsp90, BacTiter-Glo ATP, 48 h; yeast lacking PDR1 and PDR3 efflux regulators; inhibition, % at 9.4 µM; hit rate 0.32% among 310,000; AID 504621;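 active = every replicate shows inhibition above about 80%, whatever the replicate mean, limit read from the data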;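 note: 0% = DMSO neutral controls and 100% = 20 µM radicicol positive controls; yeast relying on Plasmodium falciparum Hsp90 in place of its own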
dFosB act – activators of mouse delta FosB homodimer | hit rate 0.99% among 340,000 | activation, % at 25 µM | purified delta FosB, TAMRA-CDK5 oligo fluorescence polarization; percent of positive-control signal above neutral wells;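 active = mean activation above about 17%, with every replicate also reaching it, limit read from the data, passing the limit was not always enough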;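 note: fluorescence polarization rise as delta FosB binds a TAMRA Cdk5 AP-1 oligo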
Target sequence (P13346 whole entry, looked up): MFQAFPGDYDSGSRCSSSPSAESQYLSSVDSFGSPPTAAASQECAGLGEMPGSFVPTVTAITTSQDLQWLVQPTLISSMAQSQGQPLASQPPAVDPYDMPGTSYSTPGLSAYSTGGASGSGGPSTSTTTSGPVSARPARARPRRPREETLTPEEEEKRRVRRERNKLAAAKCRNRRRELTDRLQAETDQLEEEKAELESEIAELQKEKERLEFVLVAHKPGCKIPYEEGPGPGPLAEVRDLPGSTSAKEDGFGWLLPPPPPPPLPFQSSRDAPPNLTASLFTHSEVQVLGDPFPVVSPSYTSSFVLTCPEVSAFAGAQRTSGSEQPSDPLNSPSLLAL
C-LANA FP – inhibitors of KSHV LANA C-terminal domain DNA binding | MBP-C-LANA/FAM-LBS DNA binding, fluorescence polarization | hit rate 0.078% among 340,000 | inhibition, % at 9 µM | AID 504423;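 active = highest replicate inhibition at or above 60% at 9 µM, even if other replicates fall short; inactive = all replicates below 60% inhibition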;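 note: 0% = neutral control wells and 100% = 4 µM acridine orange control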
RTF Ca sens act – increases calcium sensitivity of human cardiac regulated thin filaments | IANBD-labeled TnC RTF fluorescence at EC20 calcium; 0% EC20 calcium, 100% full calcium | activation, % at 7.2 µM | hit rate 0.24% among 340,000;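 active = activation above the mean over all tested compounds plus 3 SD, cut at about 30% in these data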;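 note: rise in fluorescence read as greater calcium sensitivity of cardiac thin filaments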
Keap1 Nrf2 FP – inhibitors of human Keap1-Nrf2 protein-protein interaction; inhibition, % at 9.4 µM; Q14145; AID 504523; Keap1 Kelch-Nrf2 peptide fluorescence polarization, 1536-well; hit rate 0.15% among 340,000; in the data active = inhibition above about 12%;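 note: human Keap1 Kelch domain with fluorescein labeled Nrf2 9mer peptide probe; 0% = neutral control wells and 100% = peptide positive control; higher means more block of Keap1 binding to Nrf2 peptide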
Target sequence (Q14145 whole entry, looked up, the tested form may be a part): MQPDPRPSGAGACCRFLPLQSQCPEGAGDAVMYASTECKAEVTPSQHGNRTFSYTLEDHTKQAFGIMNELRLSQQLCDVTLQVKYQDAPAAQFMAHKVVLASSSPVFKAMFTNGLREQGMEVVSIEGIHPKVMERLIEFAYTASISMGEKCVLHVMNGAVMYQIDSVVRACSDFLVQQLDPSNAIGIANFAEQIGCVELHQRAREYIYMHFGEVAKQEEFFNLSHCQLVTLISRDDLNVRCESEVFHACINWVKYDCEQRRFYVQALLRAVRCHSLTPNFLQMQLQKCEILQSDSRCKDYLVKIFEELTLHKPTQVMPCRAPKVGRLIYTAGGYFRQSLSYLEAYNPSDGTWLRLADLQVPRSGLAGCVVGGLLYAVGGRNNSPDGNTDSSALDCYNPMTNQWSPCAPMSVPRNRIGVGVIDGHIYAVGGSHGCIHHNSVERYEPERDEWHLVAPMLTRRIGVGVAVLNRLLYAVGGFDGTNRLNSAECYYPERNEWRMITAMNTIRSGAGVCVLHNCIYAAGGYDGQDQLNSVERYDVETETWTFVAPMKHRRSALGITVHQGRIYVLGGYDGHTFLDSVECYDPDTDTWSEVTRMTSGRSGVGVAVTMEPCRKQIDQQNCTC
PvdQ inh – P. aeruginosa PvdQ acylase inhibition; purified PvdQ acylase, fluorescence plate reader; inhibition, % at 10 µM; hit rate 0.063% among 340,000; in the data active = inhibition above about 30%, passing the limit was not always enough;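 note: 0% = vehicle neutral wells and 100% = reference inhibitor wells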
NSD2 HMT inh – inhibitors of human histone methyltransferase NSD2 | hit rate 0.54% among 310,000 | O96028 | NSD2 peptide methylation, AlphaScreen, 120 min | inhibition, % at 12.5 µM; in the data active = inhibition above about 50%
CDK5 p35 inh – inhibitors of human CDK5/p35 kinase | Recombinant CDK5/p35, ADP-Glo luminescence, 60 min | inhibition, % at 10 µM | hit rate 0.01% among 330,000 | AID 488839;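 active = highest replicate inhibition of at least 50% and at least 75% of replicates reaching 50%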;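 note: plate controls were DMSO neutral control for no effect and GW8510 at 10 µM for full effect; many of its hits are not listed in these tables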
* marks the source's active call; other numbers are inactive results; . = no result given.

SMILES,Mot1-301 SUMO,RTF Ca sens inh,Rtt109 Vps75,PfHsp90 yeast 2,dFosB act,C-LANA FP,RTF Ca sens act,Keap1 Nrf2 FP,PvdQ inh,NSD2 HMT inh,CDK5 p35 inh
CCN1C(=O)/C(=C2/Sc3ccccc3N2CC)SC1=S,-4,-11,9,-7,-5,1.1,10,0,-6,42,0.2
CN(C)C(=O)Cn1c(SCC(=O)NC2CCCCC2)nc2ccccc21,-15,-3,-1,7,-6,-0.2,-3,4,-7,-8,-0.7
Cc1ccc(S(=O)(=O)Nc2ccc3c(c2)CC(=O)N([C@H](C)CO)C[C@@H](C)[C@H](CN(C)Cc2ccc(-c4ccccc4)cc2)O3)cc1,-11,-1,-1,-18,28*,0.0,3,-8,-3,.,0.4
O=C(O)CC(SCc1ccc(C(=O)O)o1)C(=O)O (centres undefined),-20,-4,-5,18,0,2.3,-5,2,-2,-4,0.5
CCOc1cc(CN2CCN(c3ncccn3)CC2)ccc1OC,1,-3,-2,-11,-2,-2.4,-2,0,1,2,0.3
COc1ccc(C(=O)Nc2ccnn2C2CCN(CC3CC=CCC3)CC2)cc1 (centres undefined),-3,-4,-6,-10,-4,0.5,-2,4,-7,1,-2.1
COc1ccc(C(=O)n2c(-c3ccco3)nc3ccccc32)cc1,-28,-8,7,27,-11,0.5,-4,-5,-11,-2,0.4
O=C(Cc1ccccc1F)Nc1cc(Cl)ccc1N1CCCC1,-3,-2,0,1,7,2.4,-4,-2,-17,3,0.4
O=C1c2[nH]nc(-c3ccccc3O)c2C(c2cccc(Cl)c2)N1CC1CCCO1 (centres undefined),-3,1,9,4,-15,0.3,-1,2,-2,5,0.8
COc1ccccc1N1CCN(Cc2cc(Br)c(O)c3ncccc23)CC1,-20,1,4,-70,-5,-0.1,-1,-6,3,.,-0.4
CCc1nnc(NC(=O)CCC(=O)NCC2CCCO2)s1 (centres undefined),0,9,4,37,4,-0.2,-8,-1,0,0,-0.5
O=C(NCc1ccccc1F)c1cccs1,-19,-2,-4,1,11,0.1,2,1,-7,-1,1.0
O=C(O)c1cn(Cc2ccccc2)c2ccccc2c1=O,2,3,5,5,-3,-0.1,-6,-3,-14,-5,1.2
Cc1c(Cl)cccc1N=C(N)N=C(N)N,-17,8,.,-2,3,1.0,-4,-1,1,1,0.6
N#Cc1ccc(C(=O)NCC(c2ccco2)N2CCCCC2)cc1 (centres undefined),54,-15,-1,.,-5,1.8,-1,-2,-9,-1,0.4

Further results:
SMILES,Mot1-301 SUMO,RTF Ca sens inh,Rtt109 Vps75,PfHsp90 yeast 2,dFosB act,C-LANA FP,RTF Ca sens act,Keap1 Nrf2 FP,PvdQ inh,NSD2 HMT inh,CDK5 p35 inh
C/C(O)=C(/C=Nc1ccccc1)C(=O)Nc1ccccc1,-9,7,-2,-9,-3,2.5,-1,3,-4,2,-0.2
Cc1ccc(N2C(=O)c3ccccc3NC2c2ccccc2O)cc1 (centres undefined),-16,-6,-2,-4,0,0.0,-5,-2,11,-1,1.8
CC(Oc1ccc2ccc(=O)oc2c1)C(=O)NCC1CCC(C(=O)O)CC1 (centres undefined),-8,2,3,-5,-7,0.7,4,1,-2,.,0.1
CCCCC(C(=O)NC(C)(C)C)N(Cc1ccccc1Cl)C(=O)c1snc(C(N)=O)c1N (centres undefined),.,-7,-2,12,-14,1.5,-4,-10,-7,-4,-3.8
Oc1[nH]c2ccccc2c1N=Nc1c(F)c(F)c(F)c(F)c1F,.,-7,0,-34,-1,1.5,3,0,-5,.,-0.5
C=CCc1cc(Cl)ccc1OC(=O)Nc1cccc(Cl)c1,6,0,-3,-6,3,2.1,-6,0,-2,0,0.0
CCN(CC(=O)Nc1ccccc1C(F)(F)F)C(=O)Cn1c(=O)cnc2ccccc21,11,-2,32,.,11,1.7,0,4,7,0,-3.0
O=C1N[C@@H](Cc2c[nH]c3ccccc23)COC(=O)[C@H](Cc2ccc(F)cc2)C/C=C\C[C@H]1CC(=O)N(CCO)Cc1ccccc1,16,1,-4,31,-15,-1.2,11,-3,-16,.,2.5
O=c1[nH]cnc2c1C1(CCCC1)Cc1ccccc1-2,-11,-10,2,-9,-7,0.7,1,-2,0,0,-0.2
CCOc1ccccc1N1CCN(CC(=O)NC(=O)NCc2ccco2)CC1,53,-22,0,10,-7,1.0,-1,1,8,4,-1.2
CCOc1ccc(NC(=O)c2ccc(N3CC4CC(C3)c3cccc(=O)n3C4)c(N)c2)cc1 (centres undefined),-1,4,0,1,-9,0.2,-5,3,-12,-4,.
Cc1n[nH]c(C)c1NC(=O)CN1CCN(S(=O)(=O)c2ccc(C(F)(F)F)cc2)CC1,.,-1,11,-7,-3,4.2,-3,1,1,-2,-1.2
COC1(OC)N=C(N)C2(C#N)C(c3ccc(C)cc3)C12C#N (centres undefined),4,-6,-24,-3,-4,-0.7,-2,-1,10,1,0.0
CCN1CCN(C(c2cc(OC)c(OC)c(OC)c2)c2nnnn2C(C)C)CC1 (centres undefined),10,2,-5,-11,5,4.7,-4,2,-12,.,0.1
C=CC[C@H](CC(=O)N(CCO)Cc1ccccc1)C(=O)NC[C@H](OC(=O)[C@@H](CC=C)CC(=O)OC(C)(C)C)c1ccccc1,-12,14,18,1,-11,-1.7,-10,1,-4,.,-2.1

Continuation:
SMILES,Mot1-301 SUMO,RTF Ca sens inh,Rtt109 Vps75,PfHsp90 yeast 2,dFosB act,C-LANA FP,RTF Ca sens act,Keap1 Nrf2 FP,PvdQ inh,NSD2 HMT inh,CDK5 p35 inh
CC(C)c1cc(C(=O)N2CCCC(Nc3ccc(F)cc3)C2)n[nH]1 (centres undefined),-13,4,12,6,-3,0.0,-5,4,7,-2,-0.5
CC1CCC(=NNC(=O)c2ccccc2-n2cccc2)CC1 (centres undefined),5,-13,2,.,-12,0.5,6,-1,-7,4,0.8
Cc1c(C(=O)O)sc2nc(/C=C/c3cccc(F)c3)[nH]c(=O)c12,333,-7,-1,5,-21,1.1,-1,-2,-15,-1,-0.3
CCc1ccc(NC(=O)CSc2nc3cc(C(=O)OC)ccc3c(=O)n2Cc2ccco2)cc1,-13,-4,-1,-27,0,-0.8,3,-1,0,0,3.1
CCn1c(SCC(=O)NCc2ccco2)nnc1-c1ccc(N)cc1,15,7,-4,-16,3,-1.1,-3,-2,21,4,1.2
O=C(O)COn1c(-c2ccccc2)nc2ccc([N+](=O)[O-])cc21,4,-8,.,-15,1,3.1,-4,-6,8,3,0.3
CCC(C(=O)Nc1ccc2c(c1)OCCO2)n1c(=O)[nH]c2ccccc2c1=O (centres undefined),22,-7,0,-3,-13,0.9,1,-5,-16,4,-0.9
CCN1C(=O)/C(=C/C=C2/Sc3ccccc3N2CCO)SC1=S,.,-3,1,5,11,-0.9,-2,-8,-8,1,1.4
COC1CCCN(Cc2c(C(=O)N3CCc4ccccc4C3)nc3ccc(Cl)cn23)C1 (centres undefined),3,-1,-10,8,-2,1.6,-6,1,-1,0,-2.6
COc1nc(OC)nc(N2CCC(C(=O)NCc3ccc(F)cc3)CC2)n1,0,5,-5,-3,-4,-1.3,-5,1,-9,1,0.2
Cc1cc(C)cc(NC(=O)c2cccc(N3C(=O)C4C5C=CC(C5)C4C3=O)c2)c1 (centres undefined),.,-3,9,13,-9,0.1,2,-4,-8,-2,0.6
CC(=O)Nc1ccc(NC(=O)/C=C/c2cccc(C(F)(F)F)c2)cc1,20,1,-6,13,7,1.8,-3,3,20,-2,0.9
O=S(=O)(NC1=NCCC1)c1cccc(NC(=S)NCCc2ccccc2)c1,0,-26,5,6,0,0.3,5,-2,-9,-4,0.1
Cc1c(NC(=O)COC(=O)/C=C/c2ccccc2Br)c(=O)n(-c2ccccc2)n1C,66,5,0,-2,-5,0.6,-2,-5,-12,1,0.2
Cc1ccc(S(=O)(=O)N2[C@@H](c3ccc(Cl)cc3)C(C(=O)O)=CC[C@H]2c2cccc(C)c2)cc1,-12,-11,20,8,-7,2.7,-1,1,2,.,-2.7

Continued.
SMILES,Mot1-301 SUMO,RTF Ca sens inh,Rtt109 Vps75,PfHsp90 yeast 2,dFosB act,C-LANA FP,RTF Ca sens act,Keap1 Nrf2 FP,PvdQ inh,NSD2 HMT inh,CDK5 p35 inh
CCOc1ccc(N(C(=O)c2snc(C(N)=O)c2N)C(C)C(=O)NC2CCCCC2)cc1 (centres undefined),5,-10,-1,6,-15,-1.5,-2,3,2,-3,0.3
COc1ccc(N(CC(=O)NCc2ccc(F)cc2)C(=O)c2snc(C(N)=O)c2N)cc1,35,8,3,-1,2,-0.6,-3,0,-6,0,-1.7
Cc1ccc(-n2c(SCC(=O)N(C)C)nnc2-c2ccco2)cc1,2,0,1,-5,-8,-0.7,1,-2,-4,21,0.1
COc1ccc(Sc2nnc(Cc3ccccc3)c3ccccc23)cc1,1,-7,5,4,7,2.6,2,-1,7,3,0.8
COCCn1c(C)cc(C(=O)CSc2nnc(C)s2)c1C,-7,-18,-9,10,5,0.7,-7,5,-10,20,0.7
COC(=O)c1c(C(=O)OC)c(-c2ccc(OC)cc2)n2c1CCC2,-1,0,-3,4,0,-0.9,-5,3,-3,5,-0.4
CC(C)N(CC(O)COc1ccc(CC(N)=O)cc1)CC(O)COc1ccc(CC(N)=O)cc1 (centres undefined),303,-3,8,1,-5,-1.5,2,4,13,-5,1.1
Cc1noc(C)c1COc1ccccc1C(=O)NCCc1ccc(S(N)(=O)=O)cc1,-2,-14,-3,3,-4,-0.9,2,1,-6,0,-1.5
Cc1cc(C=O)c(C)n1-c1cc(C(=O)O)cc(C(=O)O)c1,0,5,22,-18,-10,12,0,1,-13,84*,-0.6
Nc1c(C=C2C=CC(=O)C=C2)c(=O)nc2sc(CC(=O)N3CCOCC3)nn12,-2,2,11,-13,5,15,5,-2,-4,3,-6.8
N#CCCN1CCN(CCC#N)c2ccccc21,.,-10,0,-15,1,-0.2,1,2,-17,5,3.1
O=C(COC(=O)Cc1ccc(Cl)cc1)Nc1c(F)cccc1F,6,-16,.,-13,-7,0.2,-2,2,1,2,-0.1
O=C(NCCCN1CCCCC1)c1ccc2c(c1)NC(=O)C(N1CCCCC1)S2 (centres undefined),-10,6,0,3,-8,-3.9,0,-2,0,1,0.2
CCCCn1c(N)c(N(CCC(C)C)C(=O)C2CC(=O)N(c3cccc(SC)c3)C2)c(=O)[nH]c1=O (centres undefined),11,9,18,6,40*,0.4,0,-3,-5,0,-4.0
CCc1ccccc1NC(=O)NC(C)c1ccc2c(c1)OCO2 (centres undefined),-8,0,0,-19,6,1.2,5,-1,-7,22,-4.3
O=C(NCc1nnc(SCC(=O)N2CCOCC2)o1)c1cccs1,-4,5,.,12,-3,0.8,-3,-5,-8,-7,1.6
CCCCC(=O)Nc1ccc(NC(=S)NC(=O)c2ccco2)cc1OC,10,.,-1,12,-3,-2.3,.,-2,-10,0,-0.1
CCOC(=O)c1ccc(N=Nc2c(C)c(C#N)c(O)[nH]c2=O)cc1,13,-8,-7,-30,-1,1.7,-1,-1,-14,4,1.7

No enrichment for hits; 3.2% or so of the library scored in one or more.
